# Screening data as filed in PubChem BioAssay.
# EPAC1 antag: blocks human EPAC1 exchange factor; Potency, µM (series often up to 115 µM), for the others: top-dose activity change, negative = inhibition, actives largely listed as inhibitors; 360,000 compounds, 0.14% hits; EPAC1 GEF assay, Rap1b-BODIPY-GDP exchange fluorescence; O95398;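 further: potency means the concentration at half of the fitted maximal effect; plate controls were vehicle for no effect and positive control for full effect; nearly all actives have a fitted effect of over 50% in size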
# Target sequence (O95398 whole entry, looked up): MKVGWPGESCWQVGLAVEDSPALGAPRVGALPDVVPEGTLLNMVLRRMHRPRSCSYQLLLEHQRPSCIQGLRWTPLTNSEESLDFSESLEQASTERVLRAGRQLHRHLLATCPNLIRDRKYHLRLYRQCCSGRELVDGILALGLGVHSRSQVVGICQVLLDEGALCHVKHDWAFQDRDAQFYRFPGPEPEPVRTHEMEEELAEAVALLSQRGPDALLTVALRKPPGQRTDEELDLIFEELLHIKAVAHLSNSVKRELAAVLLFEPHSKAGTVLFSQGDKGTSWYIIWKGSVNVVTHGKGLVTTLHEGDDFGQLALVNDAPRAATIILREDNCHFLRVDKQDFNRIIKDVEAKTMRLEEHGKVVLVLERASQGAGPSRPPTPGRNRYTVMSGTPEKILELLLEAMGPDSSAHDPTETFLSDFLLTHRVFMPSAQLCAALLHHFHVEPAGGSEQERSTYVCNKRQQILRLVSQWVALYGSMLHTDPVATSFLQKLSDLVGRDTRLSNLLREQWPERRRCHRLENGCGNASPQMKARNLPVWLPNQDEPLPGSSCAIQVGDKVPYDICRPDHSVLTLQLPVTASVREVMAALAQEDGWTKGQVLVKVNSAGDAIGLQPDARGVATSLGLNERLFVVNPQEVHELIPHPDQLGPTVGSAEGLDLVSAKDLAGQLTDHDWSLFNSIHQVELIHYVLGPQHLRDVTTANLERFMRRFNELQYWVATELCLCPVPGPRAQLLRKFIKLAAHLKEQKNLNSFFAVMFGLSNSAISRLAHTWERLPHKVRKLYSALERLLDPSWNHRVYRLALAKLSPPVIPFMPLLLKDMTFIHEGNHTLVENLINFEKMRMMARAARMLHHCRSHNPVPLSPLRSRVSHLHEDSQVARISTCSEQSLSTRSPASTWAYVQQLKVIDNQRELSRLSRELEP
# GLP1R cytotox: cytotoxicity in counter-screen for GLP-1R inverse agonists. 410,000 compounds, 0.13% hits. HEK293 cAMP-luciferase reporter cells, luminescence, 24 h. AID 624418. Potency, µM (doses to about 38.3 µM), for the others: top-dose activity change, negative = inhibition, actives largely listed as inhibitors;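 further: loss of luciferase light is scored as toxicity; potency means the concentration at half of the fitted maximal effect; on the % scale 0 is the no-effect control and ±100 the full control effect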
#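 MLSMR compounds, 24 hr on cells at 37 deg C/5% CO2; luminescence after luciferase reagent (12 min RT). Inhibition counted as the undesired cytotoxic outcome.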
# PLK1 PBD inh: PLK1 (human) polo-box domain binding inhibition. 360,000 compounds, 2.8% hits. Plk1 PBD binding of FITC phosphopeptide, fluorescence polarization. Potency, µM, for the others: max response, negative = inhibition, actives largely listed as inhibitors; further: potency means the concentration at half of the fitted maximal effect; series mostly up to about 57 µM; on the % scale 0 is the no-effect control and ±100 the full control effect; nearly all actives have a fitted effect of over 65% in size
# PTHR1 ag: agonists of human PTHR1 parathyroid hormone receptor. HEK293 GP2 PTHR1 cells, GloSensor cAMP luminescence, 1 h. Potency, µM (titrated, usually from 115 µM), for inactives: at the highest dose activation, most hits filed as activators. 410,000 compounds, 0.075% hits. AID 743266; further: potency means the concentration at half of the fitted maximal effect; nearly all actives have a fitted effect of over 55% in size; some results filed as inactive show a strong effect at the top dose; inactives centre near -15; many of its hits are not listed in these tables
#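 HEK-293-derived GP2 cells expressing PTHR1 and a GloSensor cAMP reporter, 3,000/well, plated overnight, given luciferin plus IBMX (each 0.5 mM as added) for 1 h at 37 °C, then compound for 1 h at 37 °C. Luminescence was read after 15 min at room temperature.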
# EPAC1 agonist: EPAC1 (human) agonism. EPAC1 agonist qHTS, biochemical assay; response scale: 100% = response to 6.5 mM cAMP. Potency, µM (top dose mostly 154 µM), without a hit: at the highest dose activation, most hits filed as activators. 360,000 compounds, 0.073% hits. AID 720707; further: potency means the concentration at half of the fitted maximal effect; nearly all actives have a fitted effect of over 60% in size
#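 Normalized to 6.5 mM cAMP, activity reflects EPAC1-catalysed release of BODIPY-GDP from Rap1B, followed kinetically over 30 min at 480 nm excitation, 540 nm emission. Reaction contained 100 nM EPAC1, 250 nM Rap1B-BODIPY-GDP, 50 uM GDP.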
# GLP1R ag: agonists of human GLP-1 receptor; P43220; 380,000 compounds, 0.007% hits; HEK293 GLP-1R CRE-luciferase, luminescence, 4-6 h; cells express a hypersensitive GLP-1R form; Potency, µM (series often up to 45.6 µM), inactives show at the highest dose activation, actives largely listed as activators; further: potency means the concentration at half of the fitted maximal effect; % of control where 0% means no effect
# IL-2 act: IL-2 activation; IL-2 activation reporter assay, cell-based qHTS; stimulated with anti-CD3/CD4/CD28 beads; in transgenic mouse T cells; activation, % (series mostly up to about 46 µM); 360,000 compounds, 0.065% hits; in the data active means activation above about 50%; inconclusive means mostly about 30% to 49%; further: 0% is about no effect
#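 EGFP and DsRed fluorescence is measured by plate cytometry in unstimulated transgenic mouse T cells exposed to compound for 60 minutes, then stimulated 18 hours at 37 degrees C with anti-CD3/anti-CD4 beads plus anti-CD28.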
# GLP1R inv ag: GLP-1 receptor (human) inverse agonism; P43220; HEK293 GLP-1R CRE-luciferase, luminescence, 24 h; GLP-1R form is constitutively active; Potency, µM (top dose mostly 38.3 µM), for the others: at the top dose activity change, negative = inhibition, actives largely listed as inhibitors; 410,000 compounds, 1.6% hits; AID 624417; further: potency means the concentration at half of the fitted maximal effect; on the % scale 0 is the no-effect control and ±100 the full control effect; nearly all actives have a fitted effect of over 55% in size
#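 GLP-1R inverse agonism mode: basal reporter luminescence in engineered HEK293 cells measured after one day of compound exposure at 37 deg C, with a 12 min room-temperature detection step.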
# PI5P4K alpha inh: PI5P4K alpha (human) kinase inhibition. 330,000 compounds, 1.2% hits. max response, %. P48426. PI5P4Kalpha enzyme, ADP-Glo luminescence, 60 min; hits give low values; active means max response of -50% or lower; inconclusive means between -30% and -50%; inactive means -30% or higher; further: value at the top dose of about 77 µM; on the % scale 0 is the no-effect control and ±100 the full control effect
#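 Quantitative HTS of the MLSMR library against PI5P4Kalpha with substrate. ATP added last at 5 microM final; room temperature, 60 minutes. Remaining ATP depleted, ADP converted and read as luminescence.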
# * marks the source's active call; other numbers are inactive results; i = inactive; ? = inconclusive; · = no result given; & = joins results of further samples; [ ] = dose if it differs, or a comment. Unless noted, the call rests on the fitted dose curve; in most records, active means well fitted curve in the direction sought with a large enough effect; inconclusive means small, poorly fitted or top-dose-only effect, or another doubt; inactive means no such curve, though single readings can be large; an effect the other way counts as inactive or inconclusive.
cpd	Structure	GLP1R inv ag	GLP1R ag	EPAC1 agonist	IL-2 act	PTHR1 ag	PI5P4K alpha inh	PLK1 PBD inh	GLP1R cytotox	EPAC1 antag
1	COc1ccc(CCNc2nc3ccccc3n3cnnc23)cc1OC	8%	12%	5%	-1.7	-13%	-4	0%	2%	-2%
2	CN1CSC2=C(C#N)C(c3cccc(OCc4ccccc4)c3)CC(=O)N2C1 (configuration not stated)	?	6%	-10%	0.2	i	?	17µM*	-7%	?
3	N#C/C(=C\c1ccc([N+](=O)[O-])cc1)C(=O)NCCCn1ccnc1	13%	7%	9%	-1.0	i	1	-29%	-2%	1%
4	COc1ccc(C2NC(=O)CCC2[N+](=O)[O-])c(OC)c1OC (configuration not stated)	3%	-7%	-6%	0.2	i	6	-1%	-7%	-6%
5	CC(=C/C(=O)O)/C=C/c1ccco1	112%[activator]	-8%	4%	0.5	?	-9	-29%	9%	13%
6	COc1ccc(CN2CCN(C(=O)c3cccnc3)CC2)cc1Br	-21%	-1%	0%	-0.4	-17%[57.5 µM]	·	-3%	2%	0%
7	Cc1ccc(S(=O)(=O)C(C#N)c2nc3ccccc3nc2OCCO)cc1 (configuration not stated)	-12%	-6%	-3%	-0.1	-79%[inhibitor]	4	?	5%	-14%
8	COC(=O)C(Cc1ccccc1)NC(=O)CNC(=O)c1ccc(Br)o1 (configuration not stated)	4%	-16%	0%	0.8	-25%	4	-2%	8%	-15%
9	COC(=O)c1c(-c2cc(C)ccc2C)csc1NC(=O)C1CC=CCC1C(=O)O (configuration not stated)	16%	-1%	-3%	-3.0	-20%	-13	-12%	0%	9%
10	COC(=O)CCC(=O)NNC(=O)Cc1ccccc1	1%	0%	4%	-0.7	i	1	-9%	-5%	-22%
11	CCN(CC)CCOC(=O)c1ccc(NC(=O)c2ccc(Cl)c(S(=O)(=O)N3CCCCCC3)c2)cc1	?	-2%	-3%	-1.6	-72%[inhibitor]	-1	-14%	?	-4%
12	Oc1ccc(/C=N/Nc2cccc3cccnc23)c(O)c1	329%[activator]	7%	15%	-2.6	-22%[57.5 µM]	·	-2%	?	-1%
13	CCC(C)(C)n1nnnc1CN1CCN(C(c2ccccc2)c2ccccc2)CC1	10µM*	-5%	0%	-0.3	-9%	4	-5%	-12%	?
14	O=C(CS(=O)(=O)c1cccc2nsnc12)N1CCN(c2cccc(Cl)c2)CC1	-10%	-4%	·	·	-73%[inhibitor]	·	·	-9%	·
15	Brc1ccc2[nH]c3nc(SCCN4CCOCC4)nnc3c2c1	1%&74%	8%&11%	10%&-9%	0.2&-0.3	-1%[57.5 µM]	-1&6	-7%&-28%	-13%&-8%	-11%&3%
16	CCNC(=O)C1(C)CCN(C(=O)c2ccc(F)cc2Cl)C1 (configuration not stated)	8%	-5%	0%	-0.2	i	-2	-1%	0%	3%
17	COc1ccc(OC)c(NC(=O)CSc2nnc(Cc3cccn3C)n2-c2ccc(F)cc2)c1	5%	-1%	4%	-1.3	-28%	1	-2%	4%	-15%
18	COc1ccc(-c2oc3ncn(CCN4CCOCC4)c(=N)c3c2-c2ccc(OC)cc2)cc1	-10%	1%	6%	-3.2	-7%[57.5 µM]	·	-1%	?	-1%
19	COc1ccc(/C(O)=C2\C(=O)C(=O)N(CC3CCCO3)C2c2cc(OC)ccc2OC)cc1 (configuration not stated)	6%	-1%	2%	-2.0	-12%[57.5 µM]	·	-9%	5%	14%
20	COc1cc(Cl)c(C)cc1NC(=O)CSc1ccccc1	?	?	11%	-3.4	i	-8	-34%	0%	-4%
21	O=C(NCCN1CCOCC1)c1cccc(S(=O)(=O)Nc2ccc(F)cc2)c1	8%	6%	-8%	1.1	-12%	-1	-15%	-4%	-4%
22	COc1ccccc1C(=O)NNC(=O)C12CC3CC(CC(C3)C1)C2	-26%	2%	-2%	0.2	i	7	-9%	-10%	-9%
23	COc1c(Cl)cnn(-c2cccc(C)c2)c1=O	23%	1%	0%	0.6	-20%	4	3%	2%	16%
24	COc1ccc(C2CC(c3c(-c4ccccc4)c4cc(Cl)ccc4[nH]c3=O)=NN2C(=O)CCC(=O)O)cc1 (configuration not stated)	7%	2%	-2%	-0.3	-20%	3	?	8%	-12%
25	CCn1cc(/C=C(\NC(=O)c2ccc(OC)cc2)C(=O)NCCCn2ccnc2)c2ccccc21	7%&-26%	5%&-1%	-5%	-2.2	-15%	0	5%	?	11%
26	Cc1ccc(OCCn2c(NC(=O)c3ccco3)nc3ccccc32)cc1	-19%	7%	8%	0.1	i	2	-1%	17%	3%
27	CCN(CC)CCN(C(=O)/C=C/c1cccs1)c1nc2ccc(OC)cc2s1	-12%	-1%	-15%	-0.2	-22%	3	6%	-5%	-20%
28	O=S(=O)(c1cccc(Cn2nnc(-c3ccccc3)n2)c1)N1CCOCC1	-10%	2%	-8%	-0.9	-35%[inhibitor]	-8	-2%	-3%	12%
29	Cn1cc([N+](=O)[O-])c(C(=O)N/N=C/c2ccc3c(c2)OCO3)n1	14%	6%	4%	-4.4	i	1	0%	10%	-6%
30	Cc1onc(NC(=O)c2ccc([N+](=O)[O-])o2)c1Br	52%[activator]	0%	12%	0.4	i	1	-3%	-24%	-2%
31	COCCCn1c(SCC(=O)Nc2ccc(C(=O)OC)cc2)nc2ccccc2c1=O	4%	-4%	17%	1.7	-2%	·	-6%	-30%	?
32	CC(=O)Nc1cccc(/C(C)=N/Nc2nc3ccccc3s2)c1	?	10%	-9%	1.5	-41%[inhibitor]	1	-7%	?	8%

# A portion taken from the entries so far, for reference:
cpd	Structure	GLP1R inv ag	GLP1R ag	EPAC1 agonist	IL-2 act	PTHR1 ag	PI5P4K alpha inh	PLK1 PBD inh	GLP1R cytotox	EPAC1 antag
19	COc1ccc(/C(O)=C2\C(=O)C(=O)N(CC3CCCO3)C2c2cc(OC)ccc2OC)cc1 (configuration not stated)	6%	-1%	2%	-2.0	-12%[57.5 µM]	·	-9%	5%	14%
20	COc1cc(Cl)c(C)cc1NC(=O)CSc1ccccc1	?	?	11%	-3.4	i	-8	-34%	0%	-4%
21	O=C(NCCN1CCOCC1)c1cccc(S(=O)(=O)Nc2ccc(F)cc2)c1	8%	6%	-8%	1.1	-12%	-1	-15%	-4%	-4%
22	COc1ccccc1C(=O)NNC(=O)C12CC3CC(CC(C3)C1)C2	-26%	2%	-2%	0.2	i	7	-9%	-10%	-9%
23	COc1c(Cl)cnn(-c2cccc(C)c2)c1=O	23%	1%	0%	0.6	-20%	4	3%	2%	16%
24	COc1ccc(C2CC(c3c(-c4ccccc4)c4cc(Cl)ccc4[nH]c3=O)=NN2C(=O)CCC(=O)O)cc1 (configuration not stated)	7%	2%	-2%	-0.3	-20%	3	?	8%	-12%
25	CCn1cc(/C=C(\NC(=O)c2ccc(OC)cc2)C(=O)NCCCn2ccnc2)c2ccccc21	7%&-26%	5%&-1%	-5%	-2.2	-15%	0	5%	?	11%
26	Cc1ccc(OCCn2c(NC(=O)c3ccco3)nc3ccccc32)cc1	-19%	7%	8%	0.1	i	2	-1%	17%	3%
27	CCN(CC)CCN(C(=O)/C=C/c1cccs1)c1nc2ccc(OC)cc2s1	-12%	-1%	-15%	-0.2	-22%	3	6%	-5%	-20%
28	O=S(=O)(c1cccc(Cn2nnc(-c3ccccc3)n2)c1)N1CCOCC1	-10%	2%	-8%	-0.9	-35%[inhibitor]	-8	-2%	-3%	12%
29	Cn1cc([N+](=O)[O-])c(C(=O)N/N=C/c2ccc3c(c2)OCO3)n1	14%	6%	4%	-4.4	i	1	0%	10%	-6%

# The list continues.
cpd	Structure	GLP1R inv ag	GLP1R ag	EPAC1 agonist	IL-2 act	PTHR1 ag	PI5P4K alpha inh	PLK1 PBD inh	GLP1R cytotox	EPAC1 antag
33	COc1ccc(NS(=O)(=O)c2ccc(NS(=O)(=O)c3cccs3)cc2)c(OC)c1	-5%	-1%	4%	0.8	-10%	-2	1%	-3%	-10%
34	CCc1cccc(NC(=O)CCS(=O)(=O)c2cc(Br)cc3c2N(C(C)=O)CC3)c1	5%	-1%	·	·	i	·	·	0%	·
35	Cc1cc(=O)n2nc(N3CCCC(C(=O)N4CCN(c5ccccc5)CC4)C3)sc2n1 (configuration not stated)	0%	-7%	-11%	0.3	-36%[inhibitor][57.5 µM]	2	-1%	4%	1%
36	COc1cc(NC(=O)CCCC(=O)OCC(F)(F)C(F)F)nc(OC)n1	-1%	20%	-4%	1.1	i	·	3%	5%	-11%
37	CC(Oc1cccc(Cl)c1)C(=O)Nc1cc(Cl)ccc1N1CCOCC1 (configuration not stated)	13µM*	12%	11%	-0.7	-46%[inhibitor]	19	-11%	-1%	-5%
38	Cc1ccc(CCC(=O)Nc2ccc(Cl)cc2Cl)o1	?	6%	-10%	2.9	-24%	3	3%	5%	-9%
39	O=C(NC1CCCCC1)c1cccc2c1C(=O)c1ccc(N3CCCC3)cc1S2(=O)=O	14%	2%	-12%	2.8	-33%[inhibitor]	-13	13%	0%	2%
40	CC(=O)Nc1nc2n(n1)C(c1ccccc1)C=C(c1ccccc1)N2 (configuration not stated)	212%[activator]	18%	10%	-0.4	13%[57.5 µM]	·	-12%	·	9%
41	COc1ccc(/C=C/C(=O)OCC(=O)c2ccc[nH]2)cc1	12%	-2%	-7%	0.0	-18%	-1	2%	-6%	8%
42	CSc1ccccc1-n1nnnc1SCC(=O)NCc1cccs1	1%	1%	4%	-4.6	-25%	-7	-8%	-14%	0%
43	O=C(COC(=O)/C=C/c1ccc(F)cc1)NCC1CCCO1 (configuration not stated)	12%	8%	4%	0.0	-45%[inhibitor]	-1	5%	1%	5%
44	COc1ccc(CCNc2nc(-c3sc(C)nc3C)cs2)cc1OC	5%	-13%	5%	-4.8	-23%[57.5 µM]	-8	-6%	?	-9%

# These rows are one share of the data, so the mix of outcomes need not match the whole.
